Screening data deposited in PubChem by National Center for Advancing Translational Sciences (NCATS).
Peg3 imprint: qHTS Assay for Compounds that Induce Erasure of Genomic Imprints; mouse ES Peg3-LacZ reporter, beta-gal luminescence, 40 h; Potency, µM (highest dose often 60.7 µM), inactives show at the highest dose activity change, positive = activation, hits mostly activators; 110,000 compounds, 0.02% hits;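 also: 0% = negative control wells on the plate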
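Readout: BetaGlo luminescence (5 min, room temp) for LacZ from the normally silent maternal Peg3 allele in female Peg3LacZ-Neo ES cells. Cells 300/well, 40 h, 37C, 5% CO2. Data normalized per plate to negative controls.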
p53ts 39C kill: qHTS Screen for Compounds that Selectively Target Cancer Cells with p53 Mutations: Cytotoxicity of p53ts Cells at the Nonpermissive Temperature | H1299-p53A138V viability at 39C, ATP luminescence, 24 h | Potency, µM (titrated, usually from 46.1 µM), inactives show at the highest dose activity change, negative = cell killing, actives largely listed as cytotoxic | 130,000 compounds, 1.5% hits; also: nearly all actives have a fitted effect of over 55% in size
IkB signaling: IkB Signaling | ABC-DLBCL IkBa-CBG/CBR dual luciferase ratio, 4 h; response scale: scaled: untreated 0%, proteasome inhibitor 100% | Potency, µM (highest dose often 57.1 µM), inactives show at the highest dose IkBa stabilization activation | 110,000 compounds, 0.04% hits; active = well fitted curve in the direction sought with a large enough effect in the signal ratio, not every such curve was filed as active; inconclusive = small, poorly fitted or top-dose-only effect, or a change in a side signal; the % refers to the signal ratio;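 also: the direction sought is a rising ratio; 0% = basal untreated cells and 100% = reference inhibitor full response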
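Luminescence ratio of IκBα-fused green versus native red beetle luciferase in OCI-Ly3 cells, 4 h post-doxycycline with compound; red signal alone, scaled from basal (0%) to zero light (-100%), flagged nonspecific or cytotoxic effects.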
p53ts 32C kill: qHTS Screen for Compounds that Selectively Target Cancer Cells with p53 Mutations: Cytotoxicity of p53ts Cells at the Permissive Temperature | H1299-p53A138V at 32C, ATP luminescence viability, 24 h | Potency, µM (top dose mostly 46.1 µM), inactives show at the highest dose activity change, negative = cytotoxicity, most hits filed as cytotoxic | 130,000 compounds, 0.93% hits | AID 924, 2007;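 also: 0% = DMSO and -100% = full killing by reference compound; nearly all actives have a fitted effect of over 55% in size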
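Cells: H1299 p53ts (A138V), 600/well, pre-incubated 16–30 h at 37C. Cpd up to 46 uM, 24 h, 32C. Readout: ATPlite luminescence, 20 min RT. Normalization: DMSO vs tamoxifen 100 uM. AC50 by Hill equation.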
Starred values were filed as active, the others as inactive; u = inconclusive; x = not tested or not shown; [ ] = remark or other dose. Unless noted, calls follow the shape of the dose curve; as a rule, active = well fitted curve in the direction sought with a large enough effect; inconclusive = small, poorly fitted or top-dose-only effect, or another doubt; inactive = no such curve, though single readings can be large; an effect the other way counts as inactive or inconclusive. Unless noted, % is scaled to controls: 0 for no effect and ±100 for the full control effect; potency is read from the fitted curve at half-maximal effect.

SMILES	Peg3 imprint	p53ts 39C kill	IkB signaling	p53ts 32C kill
CCn1c(SCC(N)=O)nnc1-c1cc2c(C)nn(-c3ccccc3)c2s1	-12%	-23%	u	-18%
CCCCn1c(=O)c2oc3ccccc3c2n(Cc2ccccc2C)c1=O	-10%[10.9 µM]	1%	u	8%
CCCC(=O)n1nc(-c2ccc(OC)cc2)nc1N	-16%	-14%	3.0%	-1%
CCc1nnc2n1N=C(c1ccc(OC)cc1)CS2	x	-4%	x	6%
CCCOc1ccc(/C=c2\sc3nc(-c4ccco4)nn3c2=O)cc1OCC	-7%	17%	0.1%	-13%
Cc1ccc(C)c(N2CCN(C(=O)c3cc4c(=O)oc5ccccc5c4s3)CC2)c1	-3%[10.9 µM]	38%[activator]	4.0%	0%
Cc1cccc(N2CCN(Cc3nnc(-c4cccc(Br)c4)o3)CC2)c1C	10%[10.9 µM]	-16%	u	6%
Cc1nc2cc(S(=O)(=O)N(C)C)ccc2n1-c1ccccc1	-5%	8%	-1.4%	20%
CN1CCN(CC(=O)C23CC4CC(CC(C4)C2)C3)CC1	-10%	-4%	0.0%	-4%
O=c1c(-c2ccc(Cl)cc2)nc2cnc(N3CCNCC3)nc2n1Cc1cccs1	-41%[inhibitor]	u	-5.2%[11.4 µM]	u
Cc1cc(C)nc(SCNC(=O)c2ccc(F)cc2)n1	-12%	2%	1.1%	5%
CCC(C)NC(=O)CCS(=O)(=O)c1ccc(Br)s1 (stereo not drawn)	-4%	-3%	-0.4%	12%

Continued, overlapping the part above by 2 compounds.
SMILES	Peg3 imprint	p53ts 39C kill	IkB signaling	p53ts 32C kill
Cc1cc(C)nc(SCNC(=O)c2ccc(F)cc2)n1	-12%	2%	1.1%	5%
CCC(C)NC(=O)CCS(=O)(=O)c1ccc(Br)s1 (stereo not drawn)	-4%	-3%	-0.4%	12%
COC(=O)CNC(=O)c1c(-c2ccccc2Cl)noc1C	3%	12%	1.7%	-2%
Cc1cccc(Cl)c1NC[C@H](O)CN1CCN(C)CC1	-2%[10.9 µM]	9%[9.22 µM]	-1.2%[11.4 µM]	0%[9.22 µM]
COc1ccc(-n2c(=O)c3c(c4cc(OC)ccc4n3C)n(Cc3cccc(OC)c3)c2=O)cc1	16%[10.9 µM]	-1%	0.5%	3%
O=C(c1cn(CC(=O)N2CCCCC2)c2ccccc12)C1CC1	x	6%	0.9%	4%
C[C@]12CCC3c4ccc(O)cc4CCC3[C@@H]1CCC2=O (stereo partly drawn)	-9%[16.8 µM]	-9%[20.6 µM]	1.9%[25.6 µM]	1%[20.6 µM]
Cc1ccc(N(C(C)C(=O)N2CCCCC2)S(C)(=O)=O)cc1C (stereo not drawn)	-9%	-7%	0.0%	-7%
CCc1cc(/C(Cc2ccc3ccccc3n2)=N\O)c(O)cc1O	-17%	1%	u	20%
CCn1c(C)c(C(C)=O)c(N2CCN(c3ccccn3)CC2)nc1=S	-4%	5%	1.0%	2%
C[C@@H](Cc1ccccc1)Nc1ncnc2c1ncn2[C@@H]1O[C@@H](CO)[C@H](O)[C@@H]1O	x	14%	u	41%[activator]
CCN(CC)C(=O)CSc1nc2ncc(Cl)cc2[nH]1	-9%	-3%	-2.7%	7%
C[C@H](CCC(=O)NN)[C@@H]1CC[C@@H]2[C@H]3CC[C@H]4C[C@@H](O)CC[C@@]4(C)[C@@H]3CC[C@]21C	-6%[10.9 µM]	10%[9.22 µM]	1.5%[11.4 µM]	10%[9.22 µM]
O=C(COC(=O)c1cccc(C(=O)OCC(=O)NC2CCCCC2)n1)NC1CCCCC1	2%	13%	-0.2%	10%
CCOC(=O)c1[nH]c(C)c(CCC(=O)NCc2ccc(OC)cc2)c1C	13%[10.9 µM]	-1%	-0.9%	3%
Cc1cc(=O)c2cc(C(=O)Nc3ccc(F)cc3)ccc2[nH]1	-9%[10.9 µM]	-8%	-0.6%	0%
O=c1c2sc3ccccc3c2n(Cc2cccc(Cl)c2)c(=O)n1Cc1ccc(F)cc1	-5%[10.9 µM]	24%	0.3%	22%
CC(=O)N1CCN2C(=O)C1CCCC(=O)c1cc(C)ccc12 (stereo not drawn)	x	4%	x	-16%
Cc1sc2ncn3cnnc3c2c1C	6%	2%	0.4%	9%
CC(C)C[C@H](NC(=O)N1CCCCCC1)C(=O)N[C@H](Cc1cn(C)c2ccccc12)C(=O)N[C@H](Cc1ccccn1)C(=O)O	3%	2%	0.1%	-5%
COC(=O)C1=C(N)Oc2cc(C)n(Cc3cccnc3)c(=O)c2C1c1ccc(OC)c(OC)c1 (stereo not drawn)	23%	8%	-3.6%	-1%
OCCN1CCN(c2nc(NCc3ccco3)c3ccccc3n2)CC1	x	-1%	x	15%
Clc1ccc(-c2nnc3sc(-c4ccccn4)nn23)cc1	1%	4%	1.5%	5%
COc1ccc(N2CCN(Cc3nnc(-c4cccc(Br)c4)o3)CC2)cc1	-7%[10.9 µM]	-5%	u	6%
Cc1cccc(N2C(=O)CS/C2=N\NC(=O)c2ccc(Br)cc2)c1C	x	16%	x	7%
COc1ccccc1C(=O)Nc1cccc(C(=O)OCc2cc(=O)n3nc(C)sc3n2)c1	-21%[10.9 µM]	-23%	u	5%
c1ccc(C(c2ccccc2)N2CC3(CCNCC3)C2)cc1	x	-26%	-1.0%[11.4 µM]	-7%
Clc1cc2c(c(CSC3=NCN(CC4CC4)CN3)c1)OCOC2	-6%[10.9 µM]	-10%[9.22 µM]	1.5%[11.4 µM]	5%[9.22 µM]
CCc1nc(SCC(=O)Nc2cccc(C(F)(F)F)c2)c2c(=O)n(C)c(=O)n(C)c2n1	-15%	-5%	2.4%	13%
CCCCCCOc1ccc(C2C(=O)N(C3CCCCC3)CC(=O)N2CCC)cc1 (stereo not drawn)	-14%[10.9 µM]	u	2.0%	6%
COc1ccc(C2CC(c3ccc(Cl)c(Cl)c3)Nc3nc(N)nn32)cc1 (stereo not drawn)	-17%	3%	2.2%	9%
CC(C)CCN(C(=O)Nc1ccccc1)C(C)c1cccs1 (stereo not drawn)	-11%[10.9 µM]	-20%	-1.9%	15%
Cc1cc(C)cc(-n2ccnc2SCC(=O)Nc2ccc3c(c2)OCO3)c1	-5%[10.9 µM]	-19%	-1.6%	2%
O=C(CCCc1c[nH]c2ccccc12)N1CCCCCC1	x	-10%	7.8%	7%
COc1ccc(CSc2nnnn2Cc2ccccc2)cc1OC	-12%	2%	-1.2%	5%
CCc1ccccc1NC(=O)Cn1c(=O)n(C(C)C)c(=O)c2oc3ccccc3c21	-9%[10.9 µM]	-21%	-1.1%	23%
CS(=O)(=O)N1CCN(c2ccccc2NC(=O)Cc2ccc(Cl)cc2)CC1	u	-23%	-3.0%	-6%
O=C(CSc1ncnc2c1oc1ccccc12)N1CCc2ccccc2C1	6%	6%	1.2%	18%
Cn1c(=O)c2c(ncn2CC(=O)Nc2nc(-c3ccccc3Cl)cs2)n(C)c1=O	-16%	-13%	0.5%	-9%
O=C(CSc1nc(O)cc(=O)n1-c1ccccc1)NCc1ccccc1	-10%	-1%	2.6%	-6%
Cn1c(SCC2CCCCC2)nnc1-c1ccncc1	-32%[inhibitor]	-8%	0.2%	-10%
O=C(Oc1cccnc1)c1cc2ccccc2oc1=O	-4%	19%	22%	2%
Cc1ccc(OCC(=O)Nc2ccccc2C(=O)OCc2cc(=O)n3ccsc3n2)cc1C	-8%[10.9 µM]	29%	u	-2%
CCCN1C2=NS(=O)(=O)CCN2c2ccccc21	5%	6%	0.4%	-4%
Cc1ccc(S(=O)(=O)Nc2cc3c(cc2NCc2ccccc2)n(C)c(=O)n3C)c(C)c1	-7%[10.9 µM]	-21%	u	-17%
COc1ccccc1C(=O)Nc1ccccn1	-79%[inhibitor]	10µM*	12%	10µM*
CCOCC(=O)Nc1cccc(C(=O)OCC)c1	-19%	6%	2.5%	7%
CCCc1nc(SCC(=O)Nc2cc(Cl)ccc2OC)c2c(=O)n(C)c(=O)n(C)c2n1	-12%	11%	1.3%	-14%
Cc1ccc(S(=O)(=O)Nc2c(C)n(C)n(-c3ccccc3)c2=O)cc1C(=O)NCc1ccccn1	-2%	19%	2.3%	11%
O=C1CC(c2cccnc2)c2cc3c(cc2N1)OCO3 (stereo not drawn)	5%	3%	0.6%	1%

Sorted by formula weight (highest first): some entries from above.
SMILES	Peg3 imprint	p53ts 39C kill	IkB signaling	p53ts 32C kill
Cc1ccc(S(=O)(=O)Nc2cc3c(cc2NCc2ccccc2)n(C)c(=O)n3C)c(C)c1	-7%[10.9 µM]	-21%	u	-17%
Cn1c(SCC2CCCCC2)nnc1-c1ccncc1	-32%[inhibitor]	-8%	0.2%	-10%
O=C1CC(c2cccnc2)c2cc3c(cc2N1)OCO3 (stereo not drawn)	5%	3%	0.6%	1%
COc1ccccc1C(=O)Nc1ccccn1	-79%[inhibitor]	10µM*	12%	10µM*

More results follow:
SMILES	Peg3 imprint	p53ts 39C kill	IkB signaling	p53ts 32C kill
Cc1ccccc1NC(=O)c1cnc2ccccn2c1=O	x	16µM*	x	10µM*
COc1ccc(N2C(=O)C(Cl)=C(N3CCCC3)C2=O)cc1	-4%	0%	-0.6%	-4%
Cn1c(-n2c(CCN3C(=O)c4ccccc4C3=O)nc3ccccc3c2=O)nc2ccccc21	-17%	-7%	u	-8%
O=C(CCN1CCOCC1)Nc1ccc2c(c1)CCC2	-21%	10%	0.6%	0%
CCCCN(C)CCNC(=O)c1c2c(nc3ccccc13)C(=O)N(C1CCCCC1)C2	-16%[10.9 µM]	-2%	3.0%	-2%
CCCCCCn1cnc2c(c1=O)c1nc3ccccc3nc1n2Cc1cccs1	-9%	6%	0.7%	-3%
CC(CNC(=O)c1ccc(CSc2nc3ccncc3n2Cc2cccc(F)c2)cc1)c1ccccc1 (stereo not drawn)	15%[10.9 µM]	-12%	u	9%
CCOC(=O)N1CCN(c2ccc(C(=O)c3cccc(F)c3)cc2)CC1	-20%	-11%	u	-7%
CCCCOC(=O)CSc1ncnc2sc3c(c12)CCC(C)C3 (stereo not drawn)	-12%[10.9 µM]	-2%	3.5%	11%
COC(=O)CSc1ncc2c(n1)-c1ccccc1N(Cc1ccccc1C)S2(=O)=O	15%[10.9 µM]	11%	-0.7%	-3%
CCOC(=O)N1CCN(C(=O)Cn2ncc3ccccc32)CC1	-2%	4%	-4.3%	-2%
CC(=O)Nc1ccc(C(=O)CSc2nc3ccccc3n2CC(=O)N2CCCC2)cc1	-7%	-1%	4.8%	-9%
Cc1ccc(CNC(=O)c2ccc(-c3nc(CN4CCc5ccccc54)c(C)o3)cc2)cc1	-12%[10.9 µM]	-23%	1.8%	-1%
Cc1ccc(NC(=O)Cn2cc(C(=O)c3ccco3)c3ccccc32)c(C)c1	-10%[10.9 µM]	u	-2.0%	0%
Cc1c(N=CC=Nc2c(C)n(C)n(-c3ccccc3)c2=O)c(=O)n(-c2ccccc2)n1C	2%	-1%	-1.1%	-2%
CCOC(=O)Cn1nc(C)c(NC(=O)COc2ccc(Cl)cc2C)c1C	-12%[10.9 µM]	10%	u	-7%
FC(F)(F)c1nnc2sc(-c3ccccn3)nn12	-4%	1%	-0.2%	0%
CCOc1cccc(-c2nc(C(N)=O)c3[nH]c(=O)n(-c4cccc(Cl)c4)c3n2)c1O	0%	11%	2.2%	-1%
CCOc1ccccc1NC(=O)CSc1nc2c(c(=O)n1C)SC(C)C2 (stereo not drawn)	-19%	48%[activator]	0.4%	-7%
C=CCn1c(=O)c2ccccc2n2c(SC(C)C(=O)Nc3nc(-c4ccccc4)cs3)nnc12 (stereo not drawn)	-5%	3%	u	11%
CC12CCC3(CO)COC(c4ccccc4O1)C2C3 (stereo not drawn)	-6%	9%	-1.1%	10%
COc1cccc(C(=O)Nc2ccc3nc4n(c(=O)c3c2)CCCCC4)c1	-21%[10.9 µM]	-26%	u	u
O=c1cc2nc(-c3ccccc3)nc(SCCOc3ccc(Cl)cc3)n2[nH]1	-12%[10.9 µM]	-8%	-1.1%	-3%
